Screening data deposited in PubChem BioAssay by several laboratories.
TbHK1 inh = Trypanosoma brucei hexokinase 1 inhibitors, primary screen, biochemical, G6PDH-coupled NADH absorbance, MLSCN library; recombinant TbHK1, G6PDH-coupled NADH A340; AID 1430, 2008; inhibition, % at 10 µM; hexokinase 1 [Trypanosoma brucei]; 0.11% of 220,000 active;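 active = inhibition of 50% or more in the single-dose primary screen; inactive = inhibition below 50%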
Rad51 HR inh = human RAD51 strand exchange inhibitors, primary screen, biochemical, fluorescence. hRad51 DNA strand exchange, fluorescence dequenching. inhibition, % at 10 µM. DNA repair protein RAD51 homolog 1 (Homo sapiens), Q06609. 0.085% of 200,000 active;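 active = inhibition above 40% at the single screening dose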;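 also: 0% = DMSO control wells and 100% = blanks with heterologous ssDNA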
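material = hRad51 filaments on single-stranded DNA | reagent = Donor/quencher-labelled 47-bp dsDNA substrate | compound = 10 µM final, single point | schedule = strand-exchange reaction 15 min at room temperature | measured by = fluorescein emission 520 nm, excitation 485 nm | read-out basis = % inhibition versus plate control and blank means | benchmarks = plate controls and plate blanks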
L929 necroptosis = inhibitors of zVAD-triggered necroptosis, primary screen, L929 cells | viability rescue, % at 10 µM | 0.38% of 220,000 active | AID 1377, 2008 | L929 zVAD necroptosis rescue, ATP luminescence, 24 h; with zVAD 60 µM;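 active = activation, scaled between plate controls, above about 75%, limit read from the data; inactive = activation under that limit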;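 also: 0% = zVAD with DMSO and 100% = DMSO alone without zVAD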
Hck-Nef inh = inhibitors of Nef-activated human Hck kinase, primary screen, biochemical, Z-Lyte FRET, 384-well, Hck-YEEI; 0.68% of 220,000 active; inhibition, % at 20 µM; Tyrosine-protein kinase HCK (Homo sapiens), P08631; Recombinant Hck-YEEI plus Nef, Z-Lyte FRET kinase assay;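 active = Hck-Nef kinase inhibition above about 50%, limit read from the data; inactive = inhibition below that limit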;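 also: 0% = DMSO with Hck plus Nef and 100% = Hck alone without Nef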
PGE2 EP2 inh = human EP2 receptor antagonists, primary screen, TR-FRET cAMP, C6 glioma cells. Prostaglandin E2 receptor EP2 subtype (Homo sapiens), P43116. C6 glioma cells expressing human EP2; cells stimulated with saturating PGE2. inhibition, % at 25 µM. 0.52% of 260,000 active;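 active = percent inhibition above 40 after rounding to a whole number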;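 also: rat C6 glioma host cells with rolipram phosphodiesterase inhibitor present; the protocol text gives 20 µM as final concentration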
m-calpain inh = inhibitors of pig calpain II, primary screen, biochemical, fluorogenic peptide substrate, 1536-well | purified calpain II, 30 min | inhibition, % at 16 µM | 0.37% of 220,000 active | AID 1236, 2008;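 active = inhibition above about 50%, limit read from the data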
eIF4E-4G inh = eIF4E–eIF4G protein interaction inhibitors, primary screen, biochemical, uHTS, TR-FRET, eIF4GI fragment; TR-FRET eIF4E-eIF4GI(517-606) binding, 2 h; inhibition, % at 21.7 µM; 0.37% of 220,000 active; AID 782, 2007;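 active = inhibition above about 30%, limit read from the data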;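 also: 0% = full FRET control wells and 100% = background wells lacking eIF4GI fragment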
Target sequence (P63073 whole entry, looked up, the tested form may be a part): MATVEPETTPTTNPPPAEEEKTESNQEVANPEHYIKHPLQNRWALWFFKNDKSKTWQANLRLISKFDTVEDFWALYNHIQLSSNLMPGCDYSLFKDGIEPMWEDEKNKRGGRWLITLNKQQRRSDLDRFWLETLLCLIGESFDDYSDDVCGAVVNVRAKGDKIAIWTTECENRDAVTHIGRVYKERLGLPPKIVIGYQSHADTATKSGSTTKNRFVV
Target sequence (Q04637 whole entry, looked up, the tested form may be a part): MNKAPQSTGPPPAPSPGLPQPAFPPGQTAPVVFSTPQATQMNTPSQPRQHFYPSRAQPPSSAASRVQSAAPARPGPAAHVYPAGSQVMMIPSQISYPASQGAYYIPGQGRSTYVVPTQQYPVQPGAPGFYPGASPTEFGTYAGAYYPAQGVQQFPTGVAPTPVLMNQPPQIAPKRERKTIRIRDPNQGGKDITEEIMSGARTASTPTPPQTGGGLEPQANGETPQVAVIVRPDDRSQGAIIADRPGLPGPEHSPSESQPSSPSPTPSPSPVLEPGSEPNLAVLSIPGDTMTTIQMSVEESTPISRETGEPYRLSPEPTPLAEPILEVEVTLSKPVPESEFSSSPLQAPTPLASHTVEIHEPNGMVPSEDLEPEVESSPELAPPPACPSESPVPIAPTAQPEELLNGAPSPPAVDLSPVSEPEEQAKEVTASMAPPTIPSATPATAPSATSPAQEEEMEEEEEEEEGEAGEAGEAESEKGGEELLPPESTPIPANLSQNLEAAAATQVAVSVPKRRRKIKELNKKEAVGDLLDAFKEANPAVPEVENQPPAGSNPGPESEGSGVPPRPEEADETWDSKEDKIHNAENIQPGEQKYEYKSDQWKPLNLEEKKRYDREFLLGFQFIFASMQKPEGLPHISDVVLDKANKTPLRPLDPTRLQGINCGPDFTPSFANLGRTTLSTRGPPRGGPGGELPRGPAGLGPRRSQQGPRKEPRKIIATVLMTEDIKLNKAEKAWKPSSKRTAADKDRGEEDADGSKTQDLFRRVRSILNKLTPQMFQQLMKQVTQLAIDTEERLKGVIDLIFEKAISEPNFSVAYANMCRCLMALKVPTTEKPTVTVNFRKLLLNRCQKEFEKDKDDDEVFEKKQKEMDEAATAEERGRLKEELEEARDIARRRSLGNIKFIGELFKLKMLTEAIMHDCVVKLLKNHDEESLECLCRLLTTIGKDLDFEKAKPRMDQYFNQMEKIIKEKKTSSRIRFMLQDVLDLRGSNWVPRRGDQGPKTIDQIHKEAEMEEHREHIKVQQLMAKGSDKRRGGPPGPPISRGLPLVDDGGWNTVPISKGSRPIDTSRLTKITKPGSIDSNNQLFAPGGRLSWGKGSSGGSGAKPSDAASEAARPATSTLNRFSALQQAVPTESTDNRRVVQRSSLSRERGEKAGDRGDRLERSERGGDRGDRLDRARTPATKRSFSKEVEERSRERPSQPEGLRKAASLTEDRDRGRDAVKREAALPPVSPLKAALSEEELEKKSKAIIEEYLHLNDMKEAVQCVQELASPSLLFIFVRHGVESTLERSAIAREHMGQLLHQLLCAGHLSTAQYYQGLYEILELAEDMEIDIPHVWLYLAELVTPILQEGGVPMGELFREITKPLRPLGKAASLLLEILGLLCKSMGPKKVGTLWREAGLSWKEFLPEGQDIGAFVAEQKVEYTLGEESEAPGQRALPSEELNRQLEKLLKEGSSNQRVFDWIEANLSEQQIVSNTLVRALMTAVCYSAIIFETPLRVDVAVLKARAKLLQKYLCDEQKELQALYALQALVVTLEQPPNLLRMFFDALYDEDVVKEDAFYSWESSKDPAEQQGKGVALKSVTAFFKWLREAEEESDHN
14-3-3 Bad inh = inhibitors of 14-3-3 zeta/Bad binding, primary screen, biochemical, TR-FRET, bovine 14-3-3 zeta. inhibition, % at 21.7 µM. AID 781, 2007. 0.71% of 220,000 active. 14-3-3 protein zeta/delta (Bos taurus), P63103. TR-FRET 14-3-3zeta/Dy647-pBad peptide displacement, 1 h;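 active = inhibition above about 70%, limit read from the data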;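 also: 0% = full 14-3-3 plus peptide FRET controls and 100% = background without 14-3-3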
EP2 mod = EP2 receptor modulators, cAMP readout, primary screen, cell-based, HTRF cAMP, PGE2 stimulation. induction, % at 25 µM. AID 940, 2007. 0.83% of 260,000 active. Prostaglandin E2 receptor EP2 subtype (Homo sapiens), P43116. EP2-expressing cells, cAMP HTRF FRET, PGE2 co-stimulation;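 active = compounds whose cAMP rise, as percent of the full-agonist control response, exceeds 60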;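 also: rat C6 glioma line stably carrying human EP2 under a CMV promoter; the protocol text gives 20 µM as final concentration; 100% = response of wells given 1 µM PGE2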
The depositor's hits bear a star; i = inactive; · = not tested or not shown; [ ] = remark or other dose. The list is partial; the hit share may differ from the screen's.

1. O=Cc1ccc(OCc2nnsc2Cl)cc1
2. O=C(/C=C/c1ccccc1Cl)Nc1ccc2c(c1)C(=O)NC2=O
3. COc1ccc(OC)c2c1sc(=NC(=O)C1CC1)n2C
4. CCOC(=O)c1cccc2c(=O)c(C(=O)c3ccc(Cl)cc3)c(C(=O)OC)[nH]c12
5. CCOC(=O)C(NCc1ccccc1OC)(NC(=O)CC)C(F)(F)F (stereo not given)
6. CCC(/C=C1\Sc2ccc(OC)cc2N1CC)=C\c1sc2ccc(OC)cc2[n+]1CCCS(=O)(=O)[O-]
7. COc1ccc(OCCC(=O)OCC(=O)NCCC2=CCCCC2)cc1
8. Cc1cccc(C)c1NC(=O)C(c1ccccc1)N1CCC2(CC1)OCCO2 (stereo not given)
Compound	1	2	3	4	5	6	7	8
TbHK1 inh	-2	-3	-17	15	4	-8	-2	-2
Rad51 HR inh	7	-4	·	·	6	16	-1	2
L929 necroptosis	2.7	1.5	0.7	0.2	-0.1	-1.6	2.8	-0.3
Hck-Nef inh	26	29	12	1	1	0	-4	0
PGE2 EP2 inh	2	5	12	13	8	9	10	8
m-calpain inh	10	-83	-8	5	-9	-49	14	·
eIF4E-4G inh	0	25	-4	-1	-6[fluorescence artefact?]	-13	1	·
14-3-3 Bad inh	-14	36	-13	8	-4[fluorescence artefact?]	-27	-5	·
EP2 mod	11	-53	3	30	25	-38	13	·

9. NC1=NC2(CCCCCC2)n2c(nc3ccccc32)N1
10. O=C(NC(=S)N1CCN(C/C=C/c2ccccc2)CC1)c1c(F)cccc1F
11. Cn1c(=O)c2c(ncn2CC(=O)N2CCN(C(=O)c3ccco3)CC2)n(C)c1=O
12. O=C(Nc1cc(Cl)cc(Cl)c1)N1CCCN(Cc2ccccc2)CC1
13. O=C1OC(Nc2ccc(Br)cn2)c2ccccc21 (stereo not given)
14. COc1ccc(CCNC(=O)COC(=O)c2ccc(Br)o2)cc1
15. Cc1ccccc1C(=O)Nc1cccc(C(=O)N/N=C/c2cc(Cl)cc([N+](=O)[O-])c2O)c1
16. CCc1cc2ccccc2nc1SCC(=O)Nc1cc(C)on1
Compound	9	10	11	12	13	14	15	16
TbHK1 inh	3	5	-1	-2	2	4	-4	-4
Rad51 HR inh	3	8	4	18	-2	0	·	5
L929 necroptosis	0.1	0.8	1.3	1.3	0.0	0.0	-0.8	0.4
Hck-Nef inh	1	6	8	5	-1	-17	-22	1
PGE2 EP2 inh	5	7	3	8	11	15	3	15
m-calpain inh	10	-4	1	10	-21	10	12	14
eIF4E-4G inh	7	10	1	3	2[fluorescence artefact?]	1	36*	2
14-3-3 Bad inh	11	-23	3	-3	1	-2	-9	17
EP2 mod	-21	-3	-7	-23	-2	5	-37	26

7 compounds out of the list above, ordered by their value in 14-3-3 Bad inh, low to high:
No. | mol | 14-3-3 Bad inh
10 | O=C(NC(=S)N1CCN(C/C=C/c2ccccc2)CC1)c1c(F)cccc1F | -23
15 | Cc1ccccc1C(=O)Nc1cccc(C(=O)N/N=C/c2cc(Cl)cc([N+](=O)[O-])c2O)c1 | -9
12 | O=C(Nc1cc(Cl)cc(Cl)c1)N1CCCN(Cc2ccccc2)CC1 | -3
14 | COc1ccc(CCNC(=O)COC(=O)c2ccc(Br)o2)cc1 | -2
13 | O=C1OC(Nc2ccc(Br)cn2)c2ccccc21 (stereo not given) | 1
11 | Cn1c(=O)c2c(ncn2CC(=O)N2CCN(C(=O)c3ccco3)CC2)n(C)c1=O | 3
9 | NC1=NC2(CCCCCC2)n2c(nc3ccccc32)N1 | 11

(more compounds)
17. CCOC(=O)Cc1csc(NS(=O)(=O)c2ccc(F)cc2)n1
18. CC(NC(=O)CCn1c(=S)[nH]c2ccsc2c1=O)c1ccccc1 (stereo not given)
19. CCN(CC)C(=O)c1nn(-c2ccccc2)c2c1C1CCC2(C)C1(C)C (stereo not given)
20. O=C1CCCc2nc(N3CCN(c4ccccc4)CC3)ncc21
21. C=CCN(CC=C)C(=O)C1CCC(C(=O)N(CC=C)CC=C)CC1 (stereo not given)
22. Cc1cc(C)nc(/N=C(\N)N2CCCCC2)n1
23. Cc1ccccc1NC(=O)c1ccc(N/N=C/c2ccccc2O)c([N+](=O)[O-])c1
24. Cc1cc(C)c(C#N)c(Oc2ccccc2)n1
Compound	17	18	19	20	21	22	23	24
TbHK1 inh	0	-8	-1	3	1	2	-18	1
Rad51 HR inh	6	-1	-5	-3	-6	-96	·	4
L929 necroptosis	-0.1	1.8	-1.5	-0.3	0.0	-0.7	0.3	0.0
Hck-Nef inh	-1	27	-22	-1	5	3	0	1
PGE2 EP2 inh	4	4	7	9	14	6	·	13
m-calpain inh	1	-18	11	-24	-20	7	55*	14
eIF4E-4G inh	-4	5	3	-5	3	1	-24	5
14-3-3 Bad inh	0	2	-8	-10	3	-6	-1	-3
EP2 mod	29	2	72*	13	-1	-8	7	24

25. CN(c1nc2ccccc2n2c(-c3ccco3)nnc12)S(=O)(=O)c1ccccc1
26. CCN1C2=NCCCN2c2cc(C)c(C)cc21
27. CC(C)CN=CC1=C(O)c2ccccc2C1=O
28. CCCNC(=O)c1cc2nc(-c3ccccc3)cc(C(F)(F)F)n2n1
29. CC(SCC(=O)NC(C)C1CC2CCC1C2)C(=O)O (stereo not given)
30. CCN1CCCC1CNC(=O)C(NC(=O)C1CCC(C)CC1)C(C)C (stereo not given)
31. Cc1ccc(C(C)C)c(OCc2nnc3n2CCCCC3)c1
32. CCCCCCCCc1nnc(NC(=O)c2ccco2)s1
Compound	25	26	27	28	29	30	31	32
TbHK1 inh	-12	-7	-46	1	0	3	5	25
Rad51 HR inh	-8	4	19	-5	-7	·	-4	-5
L929 necroptosis	3.3	-0.7	-0.5	-0.9	0.0	0.9	-0.2	0.3
Hck-Nef inh	0	3	14	6	-1	0	3	-18
PGE2 EP2 inh	8	13	11	2	7	·	9	11
m-calpain inh	-117	-1	-4	-63	-8	-6	10	-24
eIF4E-4G inh	5	-9[fluorescence artefact?]	-2	1	-1	2	1	-2
14-3-3 Bad inh	8	-7	-2	-8	-7[fluorescence artefact?]	4	-1	40
EP2 mod	17	-19	7	-8	11	4	19	-42

33. CC1(N(O)C=C2C=CC(=O)C=C2)CCCCC1=O (stereo not given)
34. CCOC(=O)N1CCN(Cc2c(F)cccc2F)CC1
35. C/C(=N/NC(=O)c1ccccc1)c1ccc(NC(=O)C(F)(F)F)cc1
36. Cc1ccc(NC(=O)CSc2n[nH]c(-c3ccncc3)n2)cc1
37. COc1ccccc1Nc1nc(N)nc(CSC(=S)N2CCCCC2)n1
38. CCCCSc1nnc([C@@H](NC(=O)OC(C)(C)C)C(C)C)o1
39. Cc1ccnc(NC(=O)C2(c3cccs3)CCOCC2)c1
40. COc1ccc2c(=O)c3c(=O)n(-c4ccccc4)c(-c4ccc(C)cc4)nc3oc2c1
Compound	33	34	35	36	37	38	39	40
TbHK1 inh	-49	-12	-12	-4	-13	-2	-5	-14
Rad51 HR inh	-13	15	1	2	11	10	1	16
L929 necroptosis	0.7	-0.3	4.2	-0.1	0.4	1.0	0.6	1.6
Hck-Nef inh	12	-21	-3	2	23	1	0	7
PGE2 EP2 inh	3	9	6	6	8	11	7	14
m-calpain inh	8	13	4	-2	10	-12	-2	25
eIF4E-4G inh	-3	2	2	-10	-6	0	0[fluorescence artefact?]	-1
14-3-3 Bad inh	-5	14	-2	3	-3	8	5	0
EP2 mod	-8	18	-33	10	-4	34	-1	24

Next section, overlapping the part above by 2 compounds.
39. Cc1ccnc(NC(=O)C2(c3cccs3)CCOCC2)c1
40. COc1ccc2c(=O)c3c(=O)n(-c4ccccc4)c(-c4ccc(C)cc4)nc3oc2c1
41. O=C(/C=C/c1ccccc1)Nc1scc(-c2ccccc2)c1C(=O)O
42. COCCCNC(=O)CCn1c(=O)c2ccccc2n(CC(=O)Nc2c(C)cccc2C)c1=O
43. CC1CCC/C(=N/NC(=O)c2ccccc2-n2cccc2)C1 (stereo not given)
44. O=C(CSc1nn(-c2ccc(F)cc2)c(=S)s1)N1CCN(C(=O)c2ccco2)CC1
45. Cc1ccc(-c2cc(-c3ccccc3)c3c(N)c(S(C)(=O)=O)sc3n2)cc1
46. CCCCn1c2ccc(F)cc2c2nnc(NN)nc21
47. Cc1oc(S(=O)(=O)N2CCCC2)cc1C(=O)Nc1ccc(F)cc1
48. CC1CCCCN1C(=O)c1ccc(COc2ccc([N+](=O)[O-])cc2)o1 (stereo not given)
Compound	39	40	41	42	43	44	45	46	47	48
TbHK1 inh	-5	-14	-21	-2	-7	-8	-16	-10	40	-8
Rad51 HR inh	1	16	-7	-1	·	-3	-1	·	5	16
L929 necroptosis	0.6	1.6	9.9	1.6	0.0	-0.1	-0.1	3.6	0.7	1.1
Hck-Nef inh	0	7	17	1	1	-1	2	21	6	-5
PGE2 EP2 inh	7	14	6	11	11	7	6	6	1	10
m-calpain inh	-2	25	-18	-44	-14	22	i	-3	-17	33
eIF4E-4G inh	0[fluorescence artefact?]	-1	6	-13[fluorescence artefact?]	1	1[fluorescence artefact?]	-15[fluorescence artefact?]	-5	3	-1
14-3-3 Bad inh	5	0	-6	-2	-2[fluorescence artefact?]	4	-5[fluorescence artefact?]	-18	2	-2[fluorescence artefact?]
EP2 mod	-1	24	-10	16	22	-19	21	9	-21	-4

49. Nc1c(C(=O)N2CCCC2)sc2nc3c(cc12)CCCCCC3
50. CC(C)NC(=O)c1cc2n(n1)C(C(F)(F)F)CC(c1ccco1)N2 (stereo not given)
51. O=C(c1cc2c(s1)CCCC2)N1CCN(c2ccccc2)CC1
52. CC1CC(C)CN(S(=O)(=O)c2ccc(C(=O)NCc3ccc4c(c3)OCO4)cc2)C1 (stereo not given)
53. O=C(/C=C/c1ccc(S(=O)(=O)NCc2ccco2)cc1)NCc1ccccc1Cl
54. Cn1ncc(Cl)c1C(=O)Nc1cccc(Cl)c1
55. Fc1cccc(CSc2nnc3ccc(-c4ccncc4)nn23)c1
56. O=C(c1ccccc1F)N1CCC(N2CCCCCC2)CC1
57. Cc1nc2ccccc2cc1C(=O)N/N=C/c1cccc([N+](=O)[O-])c1
Compound	49	50	51	52	53	54	55	56	57
TbHK1 inh	-4	3	3	3	8	0	6	3	-4
Rad51 HR inh	10	0	5	-8	17	1	-8	-1	·
L929 necroptosis	71	1.5	0.8	0.1	1.6	0.0	1.0	0.5	0.7
Hck-Nef inh	13	-11	4	-2	2	5	-13	-1	-17
PGE2 EP2 inh	8	4	11	5	2	7	4	14	7
m-calpain inh	-41	1	0	-11	28	-9	17	-17	-3
eIF4E-4G inh	3	-3	-2	7	6	8	-1	-1[fluorescence artefact?]	4
14-3-3 Bad inh	-11	0	-26	-1	9	15	-2	70	9
EP2 mod	-32	-12	-34	4	-2	-35	2	15	16
